Compound activity from PubChem.
NTMT1 inhibitor = inhibitors of human N-terminal methyltransferase NTMT1. Potency, µM (series often up to 114 µM), without a hit: at the top dose activity change, negative = inhibition, usual class: inhibitors. 59,000 compounds, 2.5% hits. Q9BV86. NTMT1 MTase-Glo SAH luminescence, purified enzyme. AID 1645870;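 further: potency means the concentration at half of the fitted maximal effect; plate controls were DMSO vehicle for no effect and no enzyme for full effect; nearly all actives have a fitted effect of over 65% in size; many of its hits are not listed in these tables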
Target sequence (Q9BV86 whole entry, looked up): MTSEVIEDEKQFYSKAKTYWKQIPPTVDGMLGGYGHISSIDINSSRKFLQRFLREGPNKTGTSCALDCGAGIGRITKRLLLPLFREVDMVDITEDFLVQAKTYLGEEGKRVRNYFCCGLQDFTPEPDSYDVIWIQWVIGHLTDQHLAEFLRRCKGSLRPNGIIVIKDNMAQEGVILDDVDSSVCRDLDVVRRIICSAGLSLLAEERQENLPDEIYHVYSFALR
B2AR arrestin ag = agonists recruiting beta-arrestin to human beta2-adrenergic receptor; P07550; Potency, µM (series often up to 46.1 µM), for the others: at the highest dose activation, hits mostly activators; HTLA Tango cells, beta-arrestin recruitment, luciferase luminescence, 18 h; 44,000 tested, under 10 active;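 further: potency means the concentration at half of the fitted maximal effect; 0% = DMSO and full agonism = EC100 isoproterenol or metaproterenol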
Target sequence (P07550 whole entry, looked up): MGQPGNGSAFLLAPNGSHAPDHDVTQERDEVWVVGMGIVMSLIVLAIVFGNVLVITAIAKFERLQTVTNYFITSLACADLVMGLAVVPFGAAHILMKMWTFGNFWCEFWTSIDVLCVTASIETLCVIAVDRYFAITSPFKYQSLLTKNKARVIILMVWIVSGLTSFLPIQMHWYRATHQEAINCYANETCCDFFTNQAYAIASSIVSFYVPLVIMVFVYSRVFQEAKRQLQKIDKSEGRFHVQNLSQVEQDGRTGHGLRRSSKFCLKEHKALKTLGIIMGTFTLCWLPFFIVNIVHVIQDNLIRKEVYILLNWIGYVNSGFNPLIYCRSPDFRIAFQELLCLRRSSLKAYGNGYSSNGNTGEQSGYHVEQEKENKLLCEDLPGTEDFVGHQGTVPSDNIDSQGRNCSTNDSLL
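Tango cell line, 1% FBS DMEM; cpd titration up to 46 microM; 18 hr, 37 degrees C, 5% CO2. Luciferin/ATP substrate mix added, 15 min RT, luminescence. %Activity, CRC fitting, curve-class categorization.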
p53null 32C tox = kills p53 null cells at the permissive temperature | H1299-neo p53 null cells, ATP luminescence, 24 h, 32C | Potency, µM (doses to about 46.1 µM), inactives show at the highest dose activity change, negative = cytotoxicity, actives largely listed as cytotoxic | 55,000 compounds, 0.62% hits | AID 903;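 further: potency means the concentration at half of the fitted maximal effect; 0% = DMSO only and -100% = full killing by 100 µM tamoxifen; nearly all actives have a fitted effect of over 55% in size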
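H1299-neo (p53-null) cells, 600/well, were pre-incubated overnight at 37C, then exposed to compounds at up to 46 uM for 24 hr at 32C. Viability was measured as ATP content by luminescence, and AC50 values came from Hill fits.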
p53null 39C tox = kills p53 null cells at the nonpermissive temperature | H1299 p53-null (neo) cells, 39C, ATPlite viability, 24 h | 55,000 compounds, 0.97% hits | Potency, µM (series often up to 46.1 µM), for inactives: at the top dose activity, negative = cell killing, actives largely listed as cytotoxic;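 further: potency means the concentration at half of the fitted maximal effect; 0% = DMSO only and -100% = full killing by 100 µM tamoxifen; nearly all actives have a fitted effect of over 50% in size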
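Temperature-shift cytotoxicity format: compound titrations on p53-null or A138V-expressing H1299 cells held 24 hr at 39C, cell ATP then measured, AC50 from Hill model.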
GALK inhibitor = inhibitors of human galactokinase (GALK); P51570; recombinant GALK, Kinase-Glo ATP luminescence, 1 h; Potency, µM (doses to about 57.5 µM), without a hit: at the highest dose activity, negative = inhibition, actives largely listed as inhibitors; 44,000 tested, under 10 active;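 further: plate controls were full GALK reaction for no effect and reaction lacking GALK for full effect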
Target sequence (P51570 whole entry, looked up): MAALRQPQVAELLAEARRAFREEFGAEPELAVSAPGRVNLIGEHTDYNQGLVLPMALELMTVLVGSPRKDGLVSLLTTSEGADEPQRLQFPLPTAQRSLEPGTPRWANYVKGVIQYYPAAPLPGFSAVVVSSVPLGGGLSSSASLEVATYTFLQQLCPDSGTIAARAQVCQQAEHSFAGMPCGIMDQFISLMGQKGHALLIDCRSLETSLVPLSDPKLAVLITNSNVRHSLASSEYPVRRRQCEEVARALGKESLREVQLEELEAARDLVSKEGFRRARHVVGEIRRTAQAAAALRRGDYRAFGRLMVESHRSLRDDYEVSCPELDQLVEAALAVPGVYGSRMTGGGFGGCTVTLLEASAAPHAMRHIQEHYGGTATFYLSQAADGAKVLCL
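Luminescent ATP-depletion readout (Kinase-Glo Plus) after 1 h room-temperature incubation of human GALK (5 nM) with galactose 100 µM and ATP 35 µM, pH 8.0 HEPES/Mg2+ buffer; compounds tested in qHTS format.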
FH mod = Identification of activators of human fumarate hydratase by quantitative high-throughput screening; Fumarate hydratase, mitochondrial (Homo sapiens), P07954; FH coupled MDH/diaphorase resazurin fluorescence, 15 min; Potency, µM (top dose mostly 79.9 µM), inactives show at the top dose activity change, negative = inhibition, hits mostly inhibitors; 54,000 compounds, 0.22% hits; further: potency means the concentration at half of the fitted maximal effect; on the % scale 0 is the no-effect control and ±100 the full control effect; the screen sought activators but most active calls are inhibition curves; nearly all actives have a fitted effect of over 45% in size
PTAP-TSG101 blk = inhibitors of HIV-1 PTAP binding to human TSG101, validation; Potency, µM (titrated, usually from 115 µM), inactives show at the highest dose activity change, negative = inhibition, actives largely listed as inhibitors; AID 1347069; Q99816; Fluorescence polarization, FITC-PTAP peptide/Tsg101, 20 min; 44,000 tested, under 10 active; further: potency means the concentration at half of the fitted maximal effect; 0% is about no effect
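Compounds pinned into 10 uM Tsg101 binding domain, then 50 nM FITC-PTAP peptide added in pH 7.5 HEPES buffer; FP read after 20 min, room temperature. Total S+P intensity flags fluorescent compounds; active cut-off <25 µM, efficacy <60%.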
* hit, by the source's call; ? = inconclusive; . = not tested or not shown; [ ] = another dose, or the depositor's remark. The call rests on the fitted dose curve; in most records, active means well fitted curve in the direction sought with a large enough effect; inconclusive means small, poorly fitted or top-dose-only effect, or another doubt; inactive means no such curve, though single readings can be large; an effect the other way counts as inactive or inconclusive.

SMILES	NTMT1 inhibitor	B2AR arrestin ag	p53null 32C tox	p53null 39C tox	GALK inhibitor	FH mod	PTAP-TSG101 blk
Cc1cc(C)c(Cn2c(=O)n(-c3ccccc3Cl)c(=O)c3c(C)c(C(=O)N(C)C)sc32)c(C)c1	-1%	-2%	0%	-6%	-5%	-7%	0%
Cc1ccc(NC(=O)C(=O)NCC(c2cccnc2)N2CCN(C)CC2)cc1C (stereo not drawn)	-3%	-1%	6%	-9%	-3%	4%	2%
CCOc1ccc(NC(=O)Cn2c(=O)n(Cc3ccc4c(c3)OCO4)c(=O)c3ccc(C(=O)NC4CCCCC4)cc32)cc1	20%	0%	-3%	27%	-2%	7%	3%
COc1ccc(N2CCN(c3csc4ccc(Cl)cc4c3=O)CC2)cc1	-19%	0%	10%	10%	-4%	-19%	2%
COc1ccc(-n2c(/C=C/c3cccc(C(F)(F)F)c3)nc3ccccc3c2=O)cc1Cl	2%	2%	-7%	3%	-4%	-5%	2%
COc1ccccc1N(Cc1cc2cccc(C)c2[nH]c1=O)C(=O)c1cccc(Cl)c1	9%	1%	33%[activator]	69%[activator]	0%	-16%	-11%
CNC(=O)C1CCC(Cn2c(=O)c3sccc3n(CC(=O)Nc3ccccc3)c2=O)CC1 (stereo not drawn)	-1%	2%	-4%	-9%	-3%	3%	0%
Cn1nc(C(=O)Nc2cccc(C(F)(F)F)c2)c2c1-c1ccccc1S(=O)(=O)C2	-3%	0%	7%	-1%	3%	-9%	0%
COCCNC(=O)c1ccc2c(=O)n(CCOC)c(SCC(=O)c3c[nH]c4ccccc34)nc2c1	?	3%	-7%	-11%	-2%	-12%	16%
CCCCN1C(=O)C(O)(CC(=O)c2ccc(C(C)(C)C)cc2)c2ccccc21 (stereo not drawn)	4%	1%	56%[activator]	20µM*	1%	?	-1%
COc1ccc2c(CNCc3ccc(C)o3)c(C(=O)O)n(Cc3ccccc3)c2c1	-4%	-1%	-9%	-10%	0%	-12%	-8%
Cc1ccc(C)c(N2CCN(S(=O)(=O)c3ccc4c(c3)CC(=O)N4C)CC2)c1	6%	0%	-2%	-14%	2%	-27%	5%
COC(=O)c1n[nH]n(-c2ccccc2)c1=O	2%	0%	3%	-5%	9%	6%	-4%
Cc1cccc(C)c1NC(=O)CCS(=O)(=O)c1ccc2c(c1)n(C)c(=O)c(=O)n2C	-18%	-2%	3%	-3%	1%	-4%	-6%
CCc1ccc2occ(CC(=O)Nc3c(C(=O)Nc4ccc(OC)cc4)oc4ccccc34)c2c1	-2%	0%	-5%	2%	-13%	-7%	-2%
COc1ccc(CSc2nc3ccncc3n2CC(=O)Nc2ccc(C)c(F)c2)cc1	4%	-2%	?	?	-1%	0%	0%
CS(=O)(=O)N1CCC(N2CCN(Cc3ccc(F)cc3)C(=O)C2=O)CC1	.	0%	-3%	17%	5%	.	-1%
CCOc1ccc(NC(=O)c2oc3ccccc3c2NC(=O)COc2cccc(OC)c2)cc1	7%	-1%	3%	?	-1%	-8%	-1%
COCCNC(=O)CCn1c(=O)c2cc(OC)c(OC)cc2n(CC(=O)Nc2ccc(F)c(Cl)c2)c1=O	-1%	0%	-2%	-1%	-3%	9%	-8%
CCOC(=O)c1cccc(NC(=O)c2cc(S(=O)(=O)N3CCCC3)cn2C)c1	-25%	0%	9%	-24%	1%	-5%	-2%
O=C(Nc1ccc2nc(SCC(=O)N3CCc4ccccc43)sc2c1)c1cccc(F)c1	-8%	-4%	-9%	-1%	-5%	-2%	1%
COc1ccc(-c2nc(-c3ccccc3)c(-c3ccc(F)cc3)[nH]2)c(OC)c1C	3%	1%	7%	?	-1%	-12%	-2%
COc1ccc(CC(=O)NCCc2csc(-c3cccc(F)c3)n2)cc1OC	0%	-1%	-8%	?	2%	-8%	-1%
COc1ccccc1CNC(=O)c1cccc(Nc2nc3ccccc3n3nnnc23)c1	8%	-2%	-11%	-28%	5%	-1%	3%
CCOC(=O)c1c(NC(=O)CSc2cn(CCNC(=O)c3ccccc3F)c3ccccc23)sc2c1CCC2	15%	-1%	.	.	-1%	-16%	-4%
CCOC(=O)c1cc2c(=O)n3ccccc3nc2n(Cc2ccco2)c1=NC(=O)c1cccc(Br)c1	1%	1%	-3%	1%	-2%	-18%	-1%
Cc1ccc(NC(=O)N2CCC3(CC2)Oc2ccccc2C(=O)N3Cc2ccc(F)cc2)cc1	2%	-1%	-2%	-8%	3%	-12%	-5%
CCc1ccccc1NC(=O)CN(Cc1ccccc1)S(=O)(=O)c1ccc2nc(C)sc2c1	-2%	0%	1%	-10%	0%	-10%	2%
COc1ccc(NCc2cccn2-c2nnc(N3CCOCC3)s2)c(OC)c1	7%	0%	4%	-12%	-10%	-10%	-1%
Cc1cc(C)c2oc(C(=O)Nc3ccc(S(=O)(=O)Nc4ncccn4)cc3)cc(=O)c2c1	-2%	7%	-3%	-12%	-2%	-7%	0%
Cc1ccc(C)c(OCCn2c(CCNC(=O)C3CCCCC3)nc3ccccc32)c1	5%	-3%	-4%	?	6%	.	2%
CCOC(=O)N1CCN(S(=O)(=O)N2CCCC(C(=O)NCc3cc(Br)ccc3OC)C2)CC1 (stereo not drawn)	?	1%	0%	-15%	-2%	-20%	2%
Cc1ccc(Cn2c(=O)n(CCc3ccccc3)c(=O)c3sc4ccccc4c32)cc1	1%	0%	-3%	-2%	-2%	1%	0%
COC(=O)c1ccccc1NC(=O)c1cc(CN2CCOCC2)on1	3%	1%	3%	-12%	0%	-17%	1%
O=C(Nc1c(C(=O)Nc2ccc(F)cc2)oc2ccccc12)c1cc2ccccc2o1	1%	0%	?	?	-2%	-20%	1%
Cc1cccc(-n2ncc3c(N4CCCCCC4)ncnc32)c1	-29%	3%	?	15%	-4%	-18%	-2%
CCOC(=O)C1CCN(S(=O)(=O)c2ccc(N3CCCCS3(=O)=O)cc2)CC1	-4%	0%	0%	-12%	-3%	-3%	-2%
CCc1nc2ccccc2n1CCCCOc1cccc(C)c1	-3%	-4%	26%	-11%	-3%	-13%	2%
CCOc1cccc(CC(=O)NCc2ccc3c(c2)CCN3C(=O)c2cccc(C)c2)c1OCC	-2%	-1%	10%	3%	-4%	-6%	1%
COC(=O)c1ccccc1NC(=O)CCCS(=O)(=O)c1nc(-c2ccccc2OC)cc(C(F)(F)F)n1	1%	-2%	?	-9%	5%	-4%	-1%
O=C(Cn1c(=O)n2nc(-c3cccc(F)c3)nc2c2ccccc21)N1CCN(c2ccc(F)cc2)CC1	1%	-3%	-4%	3%	-8%	-4%	-1%
COCCNC(=O)C(=O)Nc1ccc2nc3n(c(=O)c2c1)CCCCC3	?	-2%	21%	-15%	8%	-8%	-4%
COc1cccc2c(C)cc3nnc(SCC(=O)Nc4ccc(C)cc4)n3c12	14%	-2%	19%	14%	1%	-14%	1%
COCCNC(=O)CSc1nc(-c2ccccc2)[nH]c1-c1ccc(C)cc1	4%	1%	2%	?	2%	3%	4%
COc1ccc(-n2c(=O)c3ccccc3n(Cc3ccccc3Cl)c2=O)cc1	1%	-2%	6%	8%	-2%	1%	-2%
O=C(NCc1ccccc1)C1CCN(S(=O)(=O)Cc2ccccc2)CC1	.	-2%	1%	11%	1%	.	2%
Cc1cc2n(n1)CCC(=O)N2Cc1ccc(C(=O)Nc2ccc(Br)c(C)c2)cc1	-2%	-1%	24%	-1%	-1%	-29%	0%
CCOc1ccc(-n2nc(CO)c(C(=O)NCc3ccccn3)n2)cc1	-1%	-1%	?	?	3%	-8%	1%
Cc1ccccc1Nc1c(-c2ccncc2)nc2ccc(Cl)cn12	3%	1%	14%	?	3%	-23%	-3%
CCc1ccc(NC(=O)CN2CCN(Cc3ccccc3)S2(=O)=O)cc1	-8%	0%	2%	-5%	-1%	-13%	1%
CCC(CC)C(=O)Nc1ccc2nc(SCC(=O)N3CCCC3)sc2c1	4%	-2%	1%	11%	-5%	-2%	0%
COc1ccccc1OCC(=O)NC1CC(=O)N(c2ccc3c(c2)OCCO3)C1 (stereo not drawn)	2%	-3%	1%	14%	-3%	1%	1%
COCCCNC(=O)CCCN1C(=O)CCn2nc(-c3cn(C)c4ccccc34)cc21	-2%	0%	14%	-6%	-3%	-1%	-3%
Cn1c(=O)c(=O)n(C)c2cc(NS(=O)(=O)c3ccc(Br)cc3)c(Cl)cc21	?	1%	-5%	3%	2%	-14%	-1%
CCOc1ccc(N2CC(c3nc4ccccc4n3CC(C)C)CC2=O)cc1 (stereo not drawn)	5%	5%	0%	2%	-5%	-8%	-4%
COc1ccc(-c2nc3scc(CCNC(=O)c4cc(OC)cc(OC)c4)n3n2)cc1	24%	2%	-1%	-16%	6%	-17%	1%
CCCCNC(=O)CCn1c(=O)c2ccccc2n(Cc2cccc(Cl)c2)c1=O	9%	0%	11%	?	1%	2%	0%
Cc1ccc2nc(-c3ccsc3)c(Nc3ccccc3C)n2c1	2%	0%	4%	-16%	-9%	-10%	-1%
CCOc1ccc(NC(=O)Cn2c(=O)n(CCCCC(=O)NCc3ccc4c(c3)OCO4)c(=O)c3ccccc32)cc1	-11%	-2%	-8%	-17%	3%	-4%	3%
CC(=O)C1=C(c2ccccc2)N(C(C)=O)n2c(nnc2C2CCCCC2)S1	11%	-4%	21%	?	2%	-13%	1%

Shown with each value named: entries from further up
canonical_smiles: COCCNC(=O)C(=O)Nc1ccc2nc3n(c(=O)c2c1)CCCCC3
  NTMT1 inhibitor: ?	B2AR arrestin ag: -2%	p53null 32C tox: 21%	p53null 39C tox: -15%	GALK inhibitor: 8%	FH mod: -8%	PTAP-TSG101 blk: -4%

canonical_smiles: CCCCNC(=O)CCn1c(=O)c2ccccc2n(Cc2cccc(Cl)c2)c1=O
  NTMT1 inhibitor: 9%	B2AR arrestin ag: 0%	p53null 32C tox: 11%	p53null 39C tox: ?	GALK inhibitor: 1%	FH mod: 2%	PTAP-TSG101 blk: 0%

canonical_smiles: CCc1ccc(NC(=O)CN2CCN(Cc3ccccc3)S2(=O)=O)cc1
  NTMT1 inhibitor: -8%	B2AR arrestin ag: 0%	p53null 32C tox: 2%	p53null 39C tox: -5%	GALK inhibitor: -1%	FH mod: -13%	PTAP-TSG101 blk: 1%

Remaining list, next part:
SMILES	NTMT1 inhibitor	B2AR arrestin ag	p53null 32C tox	p53null 39C tox	GALK inhibitor	FH mod	PTAP-TSG101 blk
CCC1CCCCN1CCCNC(=O)c1cc2c(=O)n(CC)c3ccccc3c2s1 (stereo not drawn)	?	0%	-6%	-10%	6%	-8%	-3%
Cc1cccc(N2CCN(C(=O)CN3C(=O)COc4ccc(S(=O)(=O)N5CCOCC5)cc43)CC2)c1C	-15%	-1%	?	-18%	5%	-8%	-3%
CC1=C(C(=O)NCCc2ccc(Cl)cc2)C2(CCCCC2)OC1=O	9%	0%	4%	-16%	-3%	4%	-1%
Cc1ccc2c(c1)C(=O)C(=O)N2Cc1ccc(OC(C)C)cc1	6%	-3%	57%[activator]	15%	2%	-5%	0%
CCOC(=O)c1c(C)[nH]c(C)c1S(=O)(=O)NCC(=O)Nc1cccc(SC)c1	1%	1%	-5%	1%	0%	-4%	-2%

The list is partial (hit frequency here may not be typical).
